Source: PubChem (National Center for Advancing Translational Sciences (NCATS))
HT1080 IDH1KD tx = toxicity to HT-1080 IDH1 knockdown cells (counter line); HT-1080 IDH1 knockdown viability, ATP luminescence, 48 h; Potency, µM (highest dose often 46.1 µM), for the others: at the top dose activity, negative = toxicity, hits mostly cytotoxic; hit rate 2% among 360,000;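 note: potency is the fitted concentration of half-maximal effect; 0% = DMSO wells and -100% = cell-free medium wells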
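CellTiter-Glo luminescence after 48 h compound exposure at 37 degrees C of IDH1-knockdown HT-1080 cells in 5% FBS RPMI. %Activity scaled between DMSO wells and cell-free media wells, with curves fitted and assigned curve classes.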
KB-V1 MDR tox = KB-V1 MDR subline cytotoxicity | hit rate 3.4% among 400,000 | AID 1347076 | KB-V1 MDR cells viability, CellTiter-Glo, 72 h | Potency, µM (highest dose often 46.1 µM), without a hit: at the highest dose activity change, negative = cytotoxicity, usual class: cytotoxic; note: potency is the fitted concentration of half-maximal effect; % is set by controls: 0 for no effect and ±100 for the full control effect; nearly all actives have a fitted effect of over 60% in size
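Readout: CellTiter-Glo luminescence, 10 min after addition. Cells: KB-V1 MDR subline, 72 h at 37 degrees C with compound. Analysis: corrected, normalized data fitted to concentration-effect curves.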
KB-3-1 tox = KB-3-1 parental cell cytotoxicity | KB-3-1 viability, CellTiter-Glo ATP luminescence, 72 h | Potency, µM (titrated, usually from 46.1 µM), without a hit: at the highest dose activity change, negative = cytotoxic, usual class: cytotoxic | hit rate 1.4% among 400,000 | AID 1347075; note: potency is the fitted concentration of half-maximal effect; % is set by controls: 0 for no effect and ±100 for the full control effect; nearly all actives have a fitted effect of over 60% in size
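Parental KB-3-1 adenocarcinoma cells in phenol-red-free DMEM with 10% FBS were pin-treated with compounds at several concentrations, incubated 72 h at 37 °C, and viability read by CellTiter-Glo luminescence; concentration-effect curves were fitted after normalization.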
GLP-1R agonist = activates the human GLP-1 receptor. P43220. HEK293 GLP-1R CRE-luciferase, luminescence, 4-6 h; cells express a hypersensitive GLP-1R form. Potency, µM (top dose mostly 45.6 µM), inactives show at the top dose activation, hits mostly activators. hit rate 0.007% among 380,000. AID 624172; note: potency is the fitted concentration of half-maximal effect; % of control where 0% means no effect
Target sequence (P43220 whole entry, looked up): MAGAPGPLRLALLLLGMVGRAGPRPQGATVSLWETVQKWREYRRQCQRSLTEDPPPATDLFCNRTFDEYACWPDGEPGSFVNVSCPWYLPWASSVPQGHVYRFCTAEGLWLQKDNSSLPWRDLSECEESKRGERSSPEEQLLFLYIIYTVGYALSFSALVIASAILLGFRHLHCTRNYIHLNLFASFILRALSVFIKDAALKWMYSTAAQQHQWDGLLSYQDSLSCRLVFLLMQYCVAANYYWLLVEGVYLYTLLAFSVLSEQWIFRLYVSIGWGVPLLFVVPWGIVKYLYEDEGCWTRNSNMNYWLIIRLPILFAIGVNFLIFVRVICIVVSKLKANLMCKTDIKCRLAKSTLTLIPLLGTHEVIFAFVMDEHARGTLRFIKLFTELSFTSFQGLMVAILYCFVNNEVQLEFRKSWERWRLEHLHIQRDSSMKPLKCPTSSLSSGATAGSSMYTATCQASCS
IL-1B inflam inh = blocks inflammasome-driven IL-1 beta release. THP-1 LPS/ATP IL-1B secretion, AlphaLISA, 16 h; active compounds read low. activity change, % at 57.5 µM. hit rate 4.7% among 360,000. AID 743279; in the data active = activity change below about -50%; inconclusive = mostly about -30% to -49%; note: % is set by controls: 0 for no effect and ±100 for the full control effect
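Secreted IL-1B measured by AlphaLISA bead assay after 16 h compound exposure of THP-1 cells; compounds (final up to 57.5 uM) added 1 h before LPS (250 ng/mL) and ATP (1.25 mM) stimulation; lower signal means less secretion.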
DRD3 antagonist = D3 dopamine receptor (human) antagonism. P35462. D3R cells, DiscoveRx beta-arrestin luminescence, antagonist mode; active compounds read low. max response, negative = inhibition, %. hit rate 2.5% among 360,000; in the data active = max response below about -50%; inconclusive = no clear call, values can overlap the other calls; note: % is set by controls: 0 for no effect and ±100 for the full control effect; mostly tested at two doses, the higher about 12 µM
Target sequence (P35462 whole entry, looked up): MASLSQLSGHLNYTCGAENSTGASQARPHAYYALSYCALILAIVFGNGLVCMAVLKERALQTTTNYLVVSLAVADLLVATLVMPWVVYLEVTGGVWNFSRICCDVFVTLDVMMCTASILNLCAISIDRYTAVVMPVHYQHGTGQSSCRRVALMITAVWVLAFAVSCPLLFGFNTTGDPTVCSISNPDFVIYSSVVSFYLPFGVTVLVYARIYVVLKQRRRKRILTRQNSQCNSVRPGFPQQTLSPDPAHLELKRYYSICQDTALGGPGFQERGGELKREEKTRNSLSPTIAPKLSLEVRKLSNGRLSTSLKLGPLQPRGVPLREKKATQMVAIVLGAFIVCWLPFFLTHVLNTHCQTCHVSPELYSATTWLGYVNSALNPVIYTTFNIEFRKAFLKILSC
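Cells plated overnight at 1500 cells/well, then exposed to library compounds with dopamine controls for 90 minutes at 37 degrees C. DiscoveRx reagent added for 30–60 minutes at room temperature; luminescence read, quantitative HTS format.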
SW480 rerep = DNA re-replication induction in SW480 cells; AID 624297; Potency, µM (series often up to 46.1 µM), inactives show at the highest dose re-replication activation, usual class: activators; hit rate 1.8% among 340,000; SW480 DNA re-replication, Hoechst DNA content imaging, 48 h; note: potency is the fitted concentration of half-maximal effect; % of control where 0% means no effect; nearly all actives have a fitted effect of over 55% in size
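Cells (250 per well) received 23 nL compound or DMSO by pin tool and were kept 48 hr at 37 C, 5% CO2. Nuclei were then stained with Hoechst for 40 min and scanned for DNA content.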
D3 ag = agonists of human D3 dopamine receptor. P35462. D3R DiscoveRx beta-arrestin cells, luminescence, 90 min. max activation, %. hit rate 0.58% among 410,000. AID 652048; in the data active = max activation above about 30%; note: 0% is about no effect; mostly tested at two doses, the higher about 12 µM
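Agonist-mode cell screen: cells plated at 1500/well and incubated overnight at 37 °C, then exposed to library compounds for 90 min at 37 °C. Detection reagent was added for 30–60 min at room temperature, and luminescence was read.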
HT1080-NT tox = kills 2HG-producing HT-1080-NT fibrosarcoma cells. HT-1080-NT fibrosarcoma viability, CellTiter-Glo ATP luminescence, 48 h. Potency, µM (doses to about 46.1 µM), inactives show top-dose activity, negative = less viability, usual class: cytotoxic. hit rate 1.6% among 360,000. AID 686970;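 note: NT is the 2HG producing partner of a matched IDH1 knockdown line; potency is the fitted concentration of half-maximal effect; 0% = DMSO-treated cells and -100% = media-only wells without cells; nearly all actives have a fitted effect of over 55% in size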
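Fibrosarcoma NT cells, 750 per well in 5% FBS RPMI, were exposed to compound for 48 hours. Viability: CellTiter-Glo luminescence.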
The depositor's hits bear a star; i = inactive; ? = inconclusive; . = not tested or not shown; [ ] = another dose, or the depositor's remark. Unless noted, calls come from the whole dose curve; as a rule, active = well fitted curve in the direction sought with a large enough effect; inconclusive = small, poorly fitted or top-dose-only effect, or another doubt; inactive = no such curve, though single readings can be large; an effect the other way counts as inactive or inconclusive.

canonical_smiles	HT1080 IDH1KD tx	KB-V1 MDR tox	KB-3-1 tox	GLP-1R agonist	IL-1B inflam inh	DRD3 antagonist	SW480 rerep	D3 ag	HT1080-NT tox
Cc1cc(C)nc(SCCC(=O)Nc2ccccc2Cl)n1	24.5%	-29.2%	21.6%	6.0%	-3.8	-2.4	-5.6%	-5.2	25.2%
CCOC(=O)C(Cc1ccc(O)cc1)NC(=O)c1cc2c(cn1)[nH]c1ccccc12 (stereo not given)	?	-3.8%	7.8%	10.6%	-6.1	?	.	-6.4	-30.6%
CCOc1ccc(/C(O)=C2/C(=O)C(=O)N(c3ccccn3)C2c2ccc(F)cc2)c(C)c1 (stereo not given)	-7.2%	?	4.2%	0.1%	-5.2	-0.9	?	12.2	-3.3%
Fc1ccc(-c2csc3ncnc(Nc4ccc(N5CCOCC5)cc4)c23)cc1	?	0.0%	0.3%	27.3%	-57.6*	6.4	-0.1%	5.3	?
CN1CCN(S(=O)(=O)c2ccc(N3CCN(c4ccc(O)cc4)CC3)c([N+](=O)[O-])c2)CC1	-0.7%	-8.1%	0.0%	-3.3%	-2.8	-19.6	-2.3%	0.5	-2.3%
Cc1ccc(OCc2nnc(SCC(=O)Nc3ccc4c(c3)OCO4)n2C)cc1	3.5%	-8.7%	2.9%	-5.6%	-9.1	-6.5	-1.4%	-6.4	?
Cc1ccc(Oc2nc3ccccn3c(=O)c2/C=C(\C#N)C(=O)NC2CCS(=O)(=O)C2)cc1 (stereo not given)	-1.5%	7.8%	0.5%	2.5%	-24.6	-0.2	?	3.9	-2.4%
C/C(=N\NC(=O)Cn1cc([N+](=O)[O-])cn1)c1ccc(O)cc1	-3.1%	1.7%	29.6%	9.2%	-6.2	13.5	-24.1%	1.8	3.6%
CCOc1ccc(C(=O)OCn2nnc3ccccc3c2=O)cc1OC	-3.2%	2.1%	6.0%	22.4%	0.0	34.2	-9.8%	4.7	7.3%
Cc1cccc(Oc2ncc(-c3ccc(Cl)cc3)cn2)c1	14.9%	-6.1%	4.4%	9.4%	-18.1	16.4	-1.3%	0.2	17.3%
Cc1cc(NC(=O)CS(=O)(=O)c2cn(C)c3ccccc23)no1	15.2%	-1.4%	3.2%	-2.4%	-2.5	4.7	1.8%	8.3	-2.3%
COc1ccc(CCNC(=O)COC(=O)c2ccc(Br)o2)cc1OC	-2.0%	22.5%	3.9%	3.0%	-13.7	-8.6	-1.7%	3.3	-5.9%
O=C(CSc1nc2c(sc3ccccc32)c(=O)n1CCCN1CCCC1)NCc1ccco1	?	-25.8%	7.2%	7.7%	-70.2*	-5.4	51.0%	-6.6	?
C=CCOn1c(=O)c(-c2ccc(OCC)cc2)[n+]([O-])c2ccccc21	?	9.4%	8.2%	-0.1%	-0.3	1.3	-9.3%	10.2	?
Cc1ccc(Cn2nnc3c(=O)n(CC(=O)N4CCCCC4)cnc32)cc1	0.6%	0.7%	-0.8%	1.5%	17.9	-6.5	-0.1%	1.7	9.2%
C/C(CC(=O)Nc1ccc(N(C)C)cc1)=N\NC(=O)c1cnccn1	-3.2%	-22.7%	-5.8%	6.0%	0.0	-20.8	0.7%	-3.3	3.3%
O=S(=O)(Nc1ccc(Br)cc1F)c1ccc2nc(-c3ccccc3)[nH]c2c1	.	10.6%	-10.8%	-1.5%	.	.	.	3.4	.
Cc1cc(Nc2ccc(F)cc2F)n2ncnc2n1	-2.0%	-6.1%	-11.1%	2.3%	2.1	-8.6	-2.8%	-4.8	-1.9%
CCNc1c([N+](=O)[O-])c(=O)oc2ccccc12	12.5%	0.5%	22.8%	15.4%	3.8	-11.0	-16.5%	0.8	10.3%
O=C(NC1(N2CCOCC2)CC1)c1ccc(Cl)cc1	-0.8%	-1.2%	3.9%	-3.2%	-2.1	24.0	-8.7%	0.7	4.9%
CCN(CC)CCN1C(=O)C(=O)/C(=C(/O)c2ccc3c(c2)CC(C)O3)C1c1ccc(OC)cc1 (stereo not given)	-0.9%	15.3%	12.4%	5.5%	-9.8	0.3	-3.5%	-1.9	-11.9%
O=C(NCCc1nnc2ccc(NCc3ccc(Cl)cc3)nn12)c1ccccc1	-2.3%	-0.4%	0.2%	14.3%	?	18.3	2.7%	6.6	-1.3%
Cn1ccnc1C(=O)c1ccc(Cl)c(S(=O)(=O)N2CCOCC2)c1	-0.7%	13.3%	2.1%	3.9%	34.5	-7.8	-14.8%	-18.5	2.6%
Cc1cccc(NC(=O)CC2SC(=O)N(c3ccccc3)C2=O)c1 (stereo not given)	9.7%	-12.9%	1.8%	-19.4%	8.3	2.2	-1.7%	-9.5	3.0%
NS(=O)(=O)c1ccc(S(=O)(=O)N(CCc2ccccc2)Cc2ccccn2)cc1	2.6%	-14.2%	0.9%	4.1%	-19.4	5.9	1.9%	2.7	-0.3%
Cc1ccc(C(=O)NCCN2CCOCC2)cc1	-3.1%[9.24 µM]	8.2%	-0.6%	2.1%	8.4	?	-1.5%	-31.5	3.2%
Nc1[nH]c(C(=O)c2ccccc2)c(-c2ccccc2C(F)(F)F)c1C(=O)NCCc1c[nH]c2ccccc12	?	-12.4%	?	-5.1%	-0.8	12.7	.	27.1	?
COc1ccc(N2CCN(c3oc(-c4ccco4)nc3C#N)CC2)cc1	3.1%	14.6µM*	?	0.4%	4.4	-12.2	-8.7%	-13.6	9.9%
CC1(C)CC(=O)c2cc(C(=O)NC3CCSC3=O)c(=O)n(-c3ccccc3)c2C1 (stereo not given)	-6.4%	-1.9%	-2.3%	1.3%	14.3	-0.6	-6.7%	-7.3	-17.1%
O=C(NC(=S)Nc1ccccc1N1CCCC1)c1ccc([N+](=O)[O-])cc1	-13.6%	?	-11.0%	-5.0%	-20.6	-8.2	5.6%	-0.7	-16.2%
Cc1cc(C)c(NC(=O)CNC(=O)CSc2nnc(N)s2)c(C)c1	5.6%	11.0%	10.1%	1.9%	9.5	3.9	-57.3%[inhibitor]	13.8	3.9%
Cc1ccc(OCC(=O)NCCCNC(=O)c2ccco2)cc1	11.0%	0.0%	?	4.7%	11.2	10.1	-2.9%	7.1	11.2%
Cc1noc(C)c1S(=O)(=O)Nc1ccc2c(c1)C(=O)N([C@H](C)CO)C[C@H](C)[C@@H](CN(C)C(=O)Nc1ccc(C(F)(F)F)cc1)O2	-0.2%	0.0%	0.0%	4.0%	-2.3	-1.6	-2.3%	-15.4	2.3%
CC(=O)Nc1ccc(C(=O)NCC(=O)OCc2ccccc2F)cc1	1.2%	2.6%	-0.6%	-2.8%	0.0	-1.1	-9.5%	-5.6	-12.5%
CCC(=O)N1CCC2(CC1)Oc1ccc(F)cc1C(=O)C21CC(c2cccnc2)=NO1 (stereo not given)	12.3%	-14.6%	-4.0%	0.4%	-12.9	5.3	?	7.4	2.6%
O=C(CCNc1cccc(F)c1)c1cc2ccccc2o1	-2.9%	0.0%	4.7%	7.6%	-8.6	12.5	?	6.6	6.6%
CC(=O)Nc1ccc(CN2CCN(CC=C(C)C)C(CCO)C2)cc1 (stereo not given)	17.0%	-9.8%	6.7%	-4.1%	1.3	1.1	0.4%	-4.2	7.9%
CCC(C)NC(=O)c1cnn2c1NC(c1ccc3c(c1)OCO3)CC2C(F)(F)F (stereo not given)	12.3%	?	2.5%	-2.8%	0.0	2.7	2.7%	1.6	3.0%
CC(C)c1ccc(CC(=O)N2CCC2(C)C(=O)Nc2ccc3c(c2)OCO3)cc1 (stereo not given)	?	20.6µM*	?	0.2%	28.5	5.2	.	16.7	-11.4%
Cc1nc(N)nc(Nc2ccc(Cl)cc2)c1Br	?	20.6µM*	?	?	21.6	12.4	-1.3%	14.3	?
COc1cc2c(cc1OC)C(=O)N(C)CC2	-4.3%	0.0%	0.0%	-2.5%	-4.5	?	-63.8%[inhibitor]	14.1	2.0%
O=C(Nc1c2c(nn1-c1ccc(Cl)cc1)CS(=O)(=O)C2)c1ccccc1	-11.0%	-28.9%	0.0%	-5.5%	i	0.0	-21.9%	3.7	3.4%
C=CCn1c(SCC(=O)N2CCOCC2)nc2sc(C)c(C)c2c1=O	-2.6%	-16.0%	16.0%	?	-13.0	4.3	-31.8%	6.4	-18.7%
OC(c1ccc(F)c(F)c1)c1ncc(-c2ccccc2F)[nH]1 (stereo not given)	0.0%	5.2%	0.0%	15.0%	27.3	?	.	-7.5	13.1%
CCOC(=O)c1c(NC(=O)C(Sc2ccccc2)c2ccccc2)sc(C(N)=O)c1C (stereo not given)	-17.7%	?	?	4.1%	11.9	51.5	3.4%	19.6	-0.8%
Cc1nnc(SCC(=O)NC(=O)NCc2ccco2)n1Cc1ccccc1	4.6%	14.5%	11.5%	8.2%	2.3	7.6	1.3%	7.7	11.6%
